Bioassay records (PubChem)
HTR1A agonist – human 5-HT1a receptor agonists, primary screen, cell-based, CHO, Ga15 NFAT-bla reporter; 5-hydroxytryptamine receptor 1A (Homo sapiens), P08908; CHO 5-HT1a Ga15 NFAT-bla reporter, FRET ratio; 0% basal, 100% maximal reference agonist; activation, % at 10 µM; hit rate 0.56% among 65,000;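 active = activation above the screen-wide mean activation plus 3 SD, cut at about 19% in these data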;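 note: 0% = DMSO wells and 100% = 5-CT at EC100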
Target sequence (P08908 whole entry, looked up): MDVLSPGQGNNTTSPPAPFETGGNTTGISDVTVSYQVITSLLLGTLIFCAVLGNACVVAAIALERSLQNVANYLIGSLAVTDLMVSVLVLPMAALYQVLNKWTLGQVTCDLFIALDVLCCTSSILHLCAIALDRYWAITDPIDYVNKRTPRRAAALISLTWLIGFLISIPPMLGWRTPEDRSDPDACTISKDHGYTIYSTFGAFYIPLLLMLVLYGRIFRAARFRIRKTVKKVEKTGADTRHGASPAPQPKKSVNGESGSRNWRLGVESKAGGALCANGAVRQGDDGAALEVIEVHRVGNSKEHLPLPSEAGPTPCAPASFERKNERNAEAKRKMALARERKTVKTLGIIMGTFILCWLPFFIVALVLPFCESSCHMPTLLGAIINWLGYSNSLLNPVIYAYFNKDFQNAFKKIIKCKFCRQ
Fluor 339 460 – intrinsic fluorescence of library compounds, ex339/em460 – biochemical, MLSMR library, data from DPM-DC assay, artefact control, profiling panel. fluorescence fold increase at 10 µM. compound autofluorescence, ex339/em460 nm, NADH buffer; active compounds read high; 1 = no-compound wells, NADH background. hit rate 5.5% among 65,000;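 active = at 10 µM, mean starting fluorescence two-fold or more over control wells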;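 note: signal is the first read of a kinetic run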
NADH coupling – inhibitors of PK/LDH coupling enzymes, profiling panel, artefact control, biochemical, MLSMR library; coupled PK/LDH NADH assays, four targets; IC50, µM (series often up to 10 µM), inactives show at the highest dose inhibition; hit rate 0.02% among 65,000; AID 774, 2007;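 active = single-dose screening hits from any of four coupled enzyme assays that gave an IC50 when retested across doses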;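 note: the DPM-DC format reads NADH fluorescence rather than 340 nm absorbance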
RORA act – activators of orphan receptor RORA, primary screen, cell-based, luminescence | CHO-K1 Gal4-RORA LBD luciferase reporter; percent increase over mock-subtracted basal signal | activation, % at 10 µM | hit rate 1.5% among 65,000;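 active = activation above the mean of all tested compounds plus 3 SD, cut at about 49% in these data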;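 note: 0% = DMSO-treated RORA cells and 100% = added signal equal to DMSO minus mock-transfected cells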
Target sequence (P35398 whole entry, looked up, the tested form may be a part): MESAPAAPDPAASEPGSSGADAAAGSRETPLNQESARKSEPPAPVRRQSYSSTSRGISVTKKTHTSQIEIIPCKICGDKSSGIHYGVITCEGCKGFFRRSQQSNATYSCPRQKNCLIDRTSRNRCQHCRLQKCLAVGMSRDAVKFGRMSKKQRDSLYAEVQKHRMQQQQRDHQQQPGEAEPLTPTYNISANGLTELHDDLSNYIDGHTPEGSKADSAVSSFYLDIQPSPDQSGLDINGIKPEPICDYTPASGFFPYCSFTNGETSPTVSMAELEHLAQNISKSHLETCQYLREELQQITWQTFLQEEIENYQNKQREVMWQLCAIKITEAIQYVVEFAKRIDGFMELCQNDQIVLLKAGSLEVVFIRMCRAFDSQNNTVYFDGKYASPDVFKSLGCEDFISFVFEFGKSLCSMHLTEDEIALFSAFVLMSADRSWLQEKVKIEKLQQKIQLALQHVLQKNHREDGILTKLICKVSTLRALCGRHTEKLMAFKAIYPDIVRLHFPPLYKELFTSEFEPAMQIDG
5HT1a antag – human 5-HT1a receptor antagonists, primary screen, cell-based, CHO, Ga15 NFAT-bla reporter; 5-hydroxytryptamine receptor 1A (Homo sapiens), P08908; CHO 5-HT1a Ga15 NFAT-bla reporter, antagonist mode; inhibition, % at 10 µM; hit rate 0.68% among 62,000; AID 612, 2007;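 active = inhibition above the mean of all tested compounds plus 3 SD, cut at about 43% in these data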;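 note: receptor stimulated by 5-CT agonist at 100 nM near EC80; beta-lactamase reporter measured by ratiometric fluorescence of a cleavable substrate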
A340 absorber – compound light absorbance at 340 nm, profiling panel, artefact control, biochemical, MLSMR library, data from PS, PMK, MK assays; compound absorbance at 340 nm, fold over control; fold change at 10 µM; 65,000 tested, under 10 active;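 active = at 10 µM dose, initial 340 nm absorbance at least 2 fold that of control wells; inactive = change under 2 fold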;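 note: initial absorbance extrapolated from kinetic A340 decline of NADH oxidation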
SF-1 act – activators of human SF-1, primary screen, cell-based, CHO-K1, Gal4-SF-1 LBD, luciferase luminescence; Steroidogenic factor 1 (Homo sapiens), Q13285; CHO-K1 Gal4-SF-1 LBD luciferase reporter; % increase over DMSO SF-1-specific signal; activation, % at 10 µM; hit rate 1.9% among 65,000; AID 522, 2006;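 active = activation above the mean activation of all tested compounds plus 3 SD, cut at about 50% in these data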
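System: CHO-K1 cells with Gal4–hSF-1 LBD chimera plus Gal4-driven luciferase; quantity: 4,000 CHO-K1 cells per well; compound: one dose, 10 µM compound, 1% DMSO; times: 20 h compound treatment, 37 °C; measured by: SteadyLite luciferase luminescence; read-out: percent activation versus DMSO; benchmarks: DMSO and mock-transfected background; replicates: one test per compound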
TNAP act DEA – human TNAP enzyme activators, primary screen, biochemical, luminescent, intermediate phosphate acceptor level | purified TNAP, CDP-star luminescence, 100 mM DEA, 30 min; active compounds read high; scale: 0 levamisole-inhibited, 1 vehicle-only enzyme | 64,000 tested, under 10 active | activation factor at 20 µM | Alkaline phosphatase, tissue-nonspecific isozyme (Homo sapiens), P05186;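 active = activation factor of at least 2 at 20 µM, relative to controls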
MMP-13 inhibitor – human MMP13 inhibitors, primary screen, biochemical, FRET peptide cleavage | AID 570, 2006 | MMP-13 fTHP FRET cleavage, Mca fluorescence | Collagenase 3 (Homo sapiens), P45452 | inhibition, % at 4 µM | hit rate 0.07% among 65,000;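 active = inhibition above the mean of compound-free control plate wells plus 3 SD, cut at about 14% in these data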;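 note: 0% = DMSO wells and 100% = wells with reference MMP-13 inhibitor after basal subtraction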
An asterisk follows results filed as active; x = no result given; [ ] = another dose, or the depositor's remark.

SMILES	HTR1A agonist	Fluor 339 460	NADH coupling	RORA act	5HT1a antag	A340 absorber	SF-1 act	TNAP act DEA	MMP-13 inhibitor
CCC[C@@H]1C[C@@H](C(=O)N[C@H]([C@@H](C)O)[C@H]2O[C@H](SC)[C@H](O)[C@@H](O)C2O)N(C)C1 (some centres not stated)	-3.2	0.98	2%	-16	x	0.98	2	0.9	-6
COc1ccc(CNC(=O)c2csnn2)cc1	-2.5	1	3%	-4	6	1	7	0.9	1
Cc1ccc(/C=N/n2cnc3sc4c(c3c2=O)CCCC4)o1	1.0	1.1	1%	3	-2	1.1	-9	0.9	-3
CCOC(=O)c1sc(NS(=O)(=O)c2ccc(NC(C)=O)cc2)nc1C	0.4	1	2%	6	-10	1	-6	0.8	0
Cc1nnc(N(Cc2ccco2)C(=O)c2ccno2)s1	-1.5	1.1	7%	2	-6	0.97	-1	0.9	-4
O=C(NCc1ccco1)C1CCN(S(=O)(=O)c2cccc3cccnc23)CC1	0.1	1	3%	-13	-4	1	2	0.9	0
Cc1noc(C)c1S(=O)(=O)N1CCC(C(=O)N2CCN(Cc3ccc4c(c3)OCO4)CC2)CC1	-2.2	1	2%	3	-1	1	2	0.9	0
COCCn1c(SC(C)C(=O)Nc2ccc3c(c2)OCCO3)nc2ccccc2c1=O (configuration not stated)	2.3	1.1	6%	-15	15	1	-8	0.9	7
Cc1cc(C)n(Cc2ccccc2Cl)n1	-3.8	1.1	2%	23	5	1	-9	0.9	5
CS(=O)(=O)N(CC(=O)Nc1cccc(F)c1)Cc1ccccc1	0.3	1	3%	-5	3	0.98	-11	0.8	5
CCCN1C(=O)C(O)(C2CC(=O)CC(C)(C)O2)c2ccccc21 (configuration not stated)	-1.0	1.1	7%	-20	-2	1	-6	1	3
CCOc1ccccc1N(CC(=O)NCc1ccc(OC)cc1)S(C)(=O)=O	0.0	1.1	5%	-6	-4	0.99	1	0.9	9
O=C(c1cccs1)N(CC1CCCO1)c1nc(-c2ccccc2)cs1 (configuration not stated)	-3.8	1.1	10%	17	29	1	-8	0.8	1
CC(=O)NC(CCS(C)(=O)=O)C(=O)Nc1cc(Cl)ccc1Cl (configuration not stated)	120*	1.1	3%	4	9	1	5	0.9	2
C/C=C/CSc1nc2c(c(=O)[nH]c(=O)n2C)n1C(C)C	-3.2	1.1	6%	-13	-26	1	12	0.9	7
CSc1nnc2n(C)c3c(c(=O)n12)C1(CCCC1)Cc1ccccc1-3	1.8	1.8	5%	-10	-4	1.1	9	0.9	0
O=C(NCN1CCc2ccccc2C1)c1cnccn1	0.1	1.1	5%	-19	-5	1	-6	1	1
O=C(Nc1ccccc1O)c1cc(S(=O)(=O)N2CCOCC2)c(Cl)cc1Cl	-2.9	1.1	1%	12	0	1	-29	1.1	-1
CC1(C)Oc2ccc3ccc(=O)oc3c2-c2cn[nH]c21	-1.4	1.4	3%	-25	-15	1.1	32	x	-6
CCOc1cc(-c2noc(CCCC(N)=O)n2)cc(Br)c1OC	-1.5	1.1	6%	1	-9	1	2	0.9	5
O=C(NCCN1CCCCC1)c1ccc(=O)oc1	-0.6	1.4	5%	-5	x	1.1	8	0.8	-8
COc1cccc(NC(=O)COc2ccccc2C(N)=O)c1	-0.6	1.1	1%	15	-4	1	62*	0.9	1
COC(=O)C1=C(C)N(C)C(=O)NC1c1ccccc1 (configuration not stated)	-3.0	0.98	6%	-23	-44	1	2	0.9	-6
CCOC(=O)c1c(C)oc2ccc(O)c(CN(C)C)c12	-2.2	1	3%	-8	5	0.99	-10	0.9	0
Cc1ccc(S(=O)(=O)N2CCOCC2)cc1C(=O)Nc1ccc(-c2cn3ccsc3n2)cc1	1.3	1.1	4%	14	-13	0.99	21	0.9	-2

The list goes on; it opens with the two that closed the last part.
SMILES	HTR1A agonist	Fluor 339 460	NADH coupling	RORA act	5HT1a antag	A340 absorber	SF-1 act	TNAP act DEA	MMP-13 inhibitor
CCOC(=O)c1c(C)oc2ccc(O)c(CN(C)C)c12	-2.2	1	3%	-8	5	0.99	-10	0.9	0
Cc1ccc(S(=O)(=O)N2CCOCC2)cc1C(=O)Nc1ccc(-c2cn3ccsc3n2)cc1	1.3	1.1	4%	14	-13	0.99	21	0.9	-2
Cc1ccc(C(=O)NCC(=O)O)cc1S(=O)(=O)N1CCCCC1	-2.3	1.1	1%	-11	-3	1	12	1	-3
COc1ccc(C2/C(=C(/O)c3ccccc3)C(=O)C(=O)N2CC(C)O)c(OC)c1 (configuration not stated)	-2.1	1.1	6%	-24	-1	1.1	7	1	1
Cn1c(CN2CCCCC2)nc2cc(NC(=O)c3cccs3)ccc21	0.0	1.2	0%	-14	0	1.1	11	1	2
CCNS(=O)(=O)c1ccc(NC(=O)c2ccccc2OCC)cc1	1.2	1.1	3%	-14	-7	1.1	-7	0.9	2
O=S(=O)(c1ccccc1)c1nc(-c2ccco2)oc1NCCCn1ccnc1	-2.1	1.1	3%	0	-4	1.1	-11	1	3
CCn1c(SCC(=O)n2nc(C)cc2C)nnc1-c1ccc2c(c1)OCO2	-1.9	1.1	9%	-27	3	1	5	1	3
O=C(C1CCC1)N(CCc1ccccc1)Cc1nc2ccccc2c(=O)[nH]1	-2.5	1.2	13%	-3	-13	1	5	0.9	-2
CC(=C1C(=O)c2ccccc2C1=O)N1CCN(c2ccccn2)CC1	4.8	1.1	8%	6	2	1.1	20	0.8	1
O=C(CSc1nnc(CNC(=O)c2ccco2)o1)NC1CCCC1	-0.4	1.1	3%	-2	-13	1	1	0.9	0
Cc1ccc(NC(=O)CCC(=O)OCCCC(F)(F)C(F)(F)F)cc1	0.6	1.1	4%	25	6	0.98	4	1	0
Cc1nn2cc(-c3ccc(N)cc3)nc2s1	0.7	1	6%	22	-14	1	88*	0.9	-7
COc1cc(C2CC(C(F)(F)F)n3ncc(C(=O)O)c3N2)cc(OC)c1OC (configuration not stated)	0.4	1.1	9%	-21	x	1	4	0.9	-4
O=C(Nc1nccs1)C12CC3CC(C1)CC(C(=O)Nc1nccs1)(C3)C2	0.8	1.1	5%	-10	7	1	-3	1	5
COc1ccc(S(=O)(=O)Nc2cccc(C)n2)c2ccccc12	-3.0	1	4%	-15	2	1	15	0.9	-10
O=C(CSc1nn(-c2ccccc2)c(=S)s1)Nn1cnnc1	0.8	1	6%	14	11	0.95	-2	1	4
CCN1CCN(CCNC(=O)C2CCN(Cc3nc(-c4ccc(Cl)cc4)oc3C)CC2)CC1	-0.8	1.1	2%	15	3	1	11	0.9	-4
CCN(CC)CCCC1(CN)OCCc2ccccc21 (configuration not stated)	-1.2	1	6%	9	x	1	-5	0.9	-4
Cc1cnc(-c2nnc(N(C)C(=O)C3CCCO3)s2)cn1 (configuration not stated)	-0.4	2.3*	20%	1	-6	1	30	0.9	-10
O=C(NS(=O)(=O)c1ccccc1Cl)c1ccc[nH]1	0.3	1.1	2%	-14	-7	1	5	0.9	1
N#Cc1cc2ccccc2nc1SCc1cccnc1	-0.4	1.1	12%	20	0	0.99	-9	0.9	-4
CC(=O)c1ccc(N2CCN(C(=O)C3(S(=O)(=O)c4ccc(Cl)cc4)CC3)CC2)cc1	-2.5	1.3	9%	4	-10	1.2	11	0.9	-3
Cc1ccc(-c2nc(CSCC(=O)NCCN3CCN(Cc4ccccc4)CC3)c(C)o2)cc1	0.3	1	4%	-31	18	1	-6	x	0
CCCn1c2ccccc2c2nc3ccccc3nc21	4.1	2.4*	0%	-2	13	1.1	-6	0.8	-4
O=S(=O)(NCCSc1nc2ccccc2o1)c1ccccc1	-1.8	1.1	11%	-4	7	1.1	1	0.9	5
Cc1cccc(-n2c(N)cc(=O)nc2SCC(=O)NC2CCCCC2)c1	-3.6	1.1	7%	-18	11	1	-18	1	2

Full records from above. Order of values: HTR1A agonist, Fluor 339 460, NADH coupling, RORA act, 5HT1a antag, A340 absorber, SF-1 act, TNAP act DEA, MMP-13 inhibitor
`O=C(Nc1nccs1)C12CC3CC(C1)CC(C(=O)Nc1nccs1)(C3)C2` as listed: 0.8, 1.1, 5%, -10, 7, 1, -3, 1, 5
`O=S(=O)(c1ccccc1)c1nc(-c2ccco2)oc1NCCCn1ccnc1` as listed: -2.1, 1.1, 3%, 0, -4, 1.1, -11, 1, 3

New compounds follow:
SMILES	HTR1A agonist	Fluor 339 460	NADH coupling	RORA act	5HT1a antag	A340 absorber	SF-1 act	TNAP act DEA	MMP-13 inhibitor
COc1ccccc1N1CCN(C(=O)CSc2nnc(NC(=O)C3CC3)s2)CC1	-0.3	1.1	5%	7	-15	0.99	7	0.9	-7
COc1ccc(N2CCN(C(=O)CSc3ccccc3)CC2)cc1	-1.7	0.99	4%	16	-5	0.99	-10	0.9	6
CCc1ccccc1NC1=NCC(=O)N1C1CCCCC1	-3.3	1.1	4%	0	-2	1	18	1	1
COc1ccc(Cl)cc1S(=O)(=O)n1nnc2ccccc21	-2.1	1	7%	-4	-12	0.99	-12	0.8	4
COc1ccc(S(=O)(=O)N(CC(=O)N2CCN(C)CC2)c2ccc(C)cc2)cc1OC	-1.9	1.1	7%	-2	11	1	-1	1	0
CCC(=O)Nc1ccc(NC(=O)c2ccco2)cc1	1.6	1.1	3%	32	-1	1.1	29	0.9	9
Cc1cccc(C)c1N(CC(=O)Nc1cccc(N(C)S(C)(=O)=O)c1)S(C)(=O)=O	-1.0	1.1	8%	-9	-12	0.98	1	0.9	-2
COc1ccc(C(=O)Cn2nnc(-c3ccccc3F)n2)cc1	-0.4	1	9%	-3	0	1	14	0.8	4
CN(C)Cc1c(O)ccc2oc(Cc3ccccc3)cc12	1.2	1	5%	41	1	0.99	14	1	2
CC(C)CNc1nc2c(c(=O)n(C)c(=O)n2C)n1Cc1cccc(Br)c1	-0.8	1.1	4%	-10	x	1	-16	1	-3
O=C1c2ccccc2NC(c2ccccn2)N1c1ccc(Cl)cc1 (configuration not stated)	-1.0	4.8*	10%[fluoresces]	51*	29	0.98	64*	0.8	-65[fluorescence artefact?]
CC(C)c1cc(C(=O)NCc2ccco2)no1	-0.7	1.1	2%	11	6	1	20	0.9	3
CCCOc1ccc(C(=O)N2CCN(c3ccc(NC(=O)CC)cc3Cl)CC2)cc1	1.9	1.1	1%	2	3	1.1	-3	0.9	5
CN(C)c1ccnc2sc3c(=O)n(Cc4ccccc4)cnc3c12	-5.5	1.4	6%	-27	37	1.1	38	1	9
CCOC(=O)N1CCN(c2nc(=S)n(-c3ccccc3)c(C)c2C(C)=O)CC1	-2.1	1	6%	-1	-1	1.1	-14	1	2
O=C(Nc1ccc(F)cc1)N1CCn2c(nc3ccccc32)C1	-2.3	1.1	5%	-11	-7	1	-18	0.9	6
Cc1ccccc1-c1noc(-c2ccc(O)cc2)n1	-3.0	1.1	2%	101*	11	1.1	33	0.9	-1
CN(C)CCCOC(=O)C1c2ccccc2Oc2ccccc21	-0.9	1.1	4%	2	x	1	7	0.9	-6
